Bioassay records (PubChem BioAssay)
MEKK2wt PB1 HTS = raises or lowers MEK5 binding to wildtype human MEKK2 PB1 domain. Q9Y2U5. bead flow cytometry, Alexa488-MEK5 binding to MEKK2 WT; actives lie on both sides. binding response (% of control), % at 10 µM. 290,000 tested, 1.1% active. AID 1531; in the data active means binding response below about 67% or above about 130%
VIM-2 inh = blocks Pseudomonas aeruginosa VIM-2 metallo-beta-lactamase. inhibition, % at 5.6 µM. purified VIM-2, nitrocefin hydrolysis, epi-absorbance fluorescence. AID 1527. 290,000 tested, 0.89% active;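 active means inhibition above the mean of all tested compounds plus 3 SD, cutoff set per screening run, cut at about 7.5% in these data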;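 further: red hydrolysis product quenches plate fluorescence so inhibitors raise well fluorescence; 0% = enzyme with DMSO and 100% = DMSO without enzyme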
UBC9 SUMO inh = inhibitors of human SUMOylation (UBC9) | AID 2006 | HTRF SUMOylation assay, SAE1/SAE2 + UBC9, in vitro | P63279 | inhibition, % at 35 µM | 290,000 tested, 0.36% active; in the data active means inhibition above about 50%, passing the limit was not always enough; further: strong numbers were not always called active
Target sequence (P63279 whole entry, looked up): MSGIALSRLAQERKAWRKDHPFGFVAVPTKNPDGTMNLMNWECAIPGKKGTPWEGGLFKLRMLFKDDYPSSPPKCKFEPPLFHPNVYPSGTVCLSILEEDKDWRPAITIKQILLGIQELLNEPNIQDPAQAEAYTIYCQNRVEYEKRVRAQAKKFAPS
MEKK2mut PB1 HTS = signal of MEK5 binding to mutant human MEKK2 PB1 domain; bead flow cytometry, Alexa488-MEK5 binding to MEKK2 mutant; percent response, % at 10 µM; 290,000 tested, 0.35% active; AID 1530; in the data active means percent response above about 24%, passing the limit was not always enough; further: inactives centre near 1; some results filed as inactive read as strong as hits
HCV NS3 hel inh = HCV NS3 helicase inhibition; NS3 helicase DNA unwinding, Cy5 molecular beacon fluorescence; inhibition, % at 10.9 µM; 290,000 tested, 0.56% active;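 active means inhibition above the mean of all tested compounds plus 3 SD, set per campaign, cut at about 35% in these data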;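 further: 0% = DMSO wells and 100% = thioflavine S control wells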
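Test system: hepatitis C virus NS3 helicase domain fragment enzyme. Also added: annealed dual-labelled DNA beacon duplex, ATP-started. Timing: 60 min unwinding reaction at 25 °C after ATP addition. Technique: Cy5 fluorescence. Measure: % inhibition of unwinding.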
M18AAP inhibitor = PfM18AAP enzyme inhibition; inhibition, % at 7.35 µM; recombinant PfM18AAP, H-Glu-NHMec fluorogenic cleavage; 290,000 tested, 1.2% active;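 active means inhibition above the campaign mean inhibition over all tested compounds plus 3 SD, cut at about 28% in these data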;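 further: 0% = plate median of test compound wells and 100% = 2 mM ZnCl2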
IMP-1 inhibitor = inhibitors of Pseudomonas aeruginosa IMP-1 metallo-beta-lactamase; inhibition, % at 5.6 µM; purified IMP-1, nitrocefin hydrolysis, epi-absorbance fluorescence; AID 1556; 290,000 tested, 0.45% active;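 active means inhibition above the mean plus 3 SD of all compounds in the same screening run, cut at about 4.5% in these data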;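 further: 0% = IMP-1 with DMSO and 100% = DMSO wells lacking enzyme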
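System: purified IMP-1; amount: IMP-1 0.2 nM before substrate addition; compound: single dose, 5.6 µM; times: 25 °C, 15 min preincubation, 25 min reaction; signal: Epi-absorbance via hydrolysed-nitrocefin quenching of white-plate fluorescence, 480/530 nm, EDTA stop; benchmarks: DMSO with and without IMP-1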
NALP1 yeast inh = NALP1 inhibition; S. cerevisiae NALP1/ASC/caspase-1 growth, X-gal OD620, 72 h; 280,000 tested, 0.61% active; inhibition, % at 10 µM; AID 2071; in the data active means inhibition mostly above about 24%, no sharp cut-off; inactive means mostly below about 32%; further: some compounds called inactive have numbers as strong as hits
FID counter = counter-screen for HCV NS3 helicase inhibitors: DNA intercalator displacement. DNA fluorescent intercalator displacement, fluorescence. inhibition, % at 7.9 µM. 290,000 tested, 0.17% active. AID 1845; in the data active means inhibition above about 37%;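 further: 0% = vehicle and 100% = reference compound; higher means more ethidium bromide displaced from hairpin DNA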
An asterisk follows results filed as active; / = not tested or not shown.

SMILES | MEKK2wt PB1 HTS | VIM-2 inh | UBC9 SUMO inh | MEKK2mut PB1 HTS | HCV NS3 hel inh | M18AAP inhibitor | IMP-1 inhibitor | NALP1 yeast inh | FID counter
CC(=O)c1c(N2CCN(Cc3ccccc3)CC2)[nH]c(-c2ccccc2)nc1=S | 91 | -2.1 | -14 | 0 | 5 | -1 | -3.3 | -12 | 1
CCOc1ccccc1/C=C/c1onc(C)c1S(=O)(=O)N1CCC(C(=O)N2CCCCCC2)CC1 | 91 | 0.3 | / | -6 | -2 | 10 | -2.2 | 27 | -57
CC1CCN(C(=O)C2CCCCN2S(=O)(=O)c2cccc([N+](=O)[O-])c2)CC1 (stereo not drawn) | 100 | -3.1 | -16 | 1 | 1 | 5 | -3.2 | 4 | -10
NS(=O)(=O)c1ccc(NC(=O)COC(=O)COc2ccc(Br)cc2)cc1 | 100 | -1.7 | 19 | 2 | -5 | -2 | -0.9 | 12 | -1
CCc1cc(-c2nc(N)ncc2-c2ccc(Br)cc2)c(O)cc1OC | 89 | -0.8 | 18 | -20 | -5 | -18 | -0.8 | 20 | -1
COc1cc(C2CC(c3cccnc3)=NN2c2ccc(F)cc2)cc(OC)c1OC (stereo not drawn) | 100 | -2.3 | 25 | 0 | -8 | 6 | -3.5 | 5 | -6
CC1Cc2nc(SCC(=O)c3ccccc3)n(Cc3ccccc3)c(=O)c2S1 (stereo not drawn) | 102 | -4.2 | 1 | 5 | -18 | 6 | -4.8 | 24 | -16
CCOc1ncccc1C(=O)Nc1ccccc1F | 101 | -0.7 | -3 | -4 | 3 | -1 | -3.1 | 11 | -1
CCOC(=O)CC(=O)CSc1nc2c(cc1C#N)CCCCCC2 | 98 | / | 27 | -2 | / | / | / | 19 | /
CC(C)N1CC(C(=O)Nc2ccc(S(=O)(=O)N3CCCCC3)cc2)CC1=O (stereo not drawn) | 99 | -2.0 | 16 | -2 | 4 | 2 | -3.5 | 8 | -23
CCOC(=O)N/N=C(/c1ccccc1)C1CCCCC1 | 94 | -2.5 | -5 | -9 | -11 | -2 | -2.3 | 4 | -3
NC(=O)c1ccsc1NC(=O)COC(=O)CCOc1ccccc1 | 102 | 0.5 | 5 | -2 | -2 | 6 | -0.8 | -1 | -8
COc1cc2c(cc1OC)CN(C(=S)Nc1ccccc1)CC2 | 98 | -0.4 | 20 | -1 | -3 | 3 | -3.0 | 2 | -8
Cc1nn(CC(=O)N2CCN(Cc3ccccc3)CC2)c(=O)c2ccccc12 | 106 | 0.1 | -2 | 1 | -13 | -2 | -2.3 | -4 | -9
CN(C)c1ccc(-c2noc(C3CCN(S(=O)(=O)c4cccc(Cl)c4)CC3)n2)cc1 | 102 | -0.3 | -7 | 5 | 3 | 0 | -3.3 | -1 | 7
O=C(CN1C(=O)NC2(CCCC2)C1=O)Nc1cccc(Cl)c1 | 99 | -2.6 | 5 | -1 | -2 | 4 | -4.6 | 2 | -2
CC(=O)NNc1nc(-c2ccccc2)cs1 | 96 | -1.9 | 6 | 1 | 5 | 23 | -3.1 | 8 | 0
COc1ccc(C2C(C(=O)N3CCCCC3)CCC(=O)N2c2cc(OC)c(OC)c(OC)c2)cc1 (stereo not drawn) | 101 | -2.1 | 3 | 2 | 0 | 6 | -1.1 | 9 | -32
Cc1csc(NC(=O)CSc2nnc(C)n2Cc2ccco2)n1 | 96 | -2.4 | 1 | 1 | 1 | -3 | -3.2 | 0 | -4
C/C(=N/NC(=O)c1sc(NS(=O)(=O)c2ccccc2)nc1C)c1ccc(F)cc1 | 105 | -6.0 | -15 | 0 | 12 | -10 | -4.0 | 9 | -7
O=C(Nc1nccs1)c1ccc(COc2ccccc2Cl)o1 | 105 | -3.2 | -4 | 5 | -1 | 2 | -3.5 | 19 | -9
Cc1cc(C(=O)CSc2nnc(NCc3ccccc3)s2)c(C)n1C | 96 | -0.9 | 6 | 0 | -5 | 3 | -2.5 | -14 | -25
O=S1(=O)CCC(NC(=S)Nc2ccc3ccccc3c2)C1 (stereo not drawn) | 103 | 0.2 | -8 | -4 | -6 | 2 | -1.1 | 6 | -4
CCOc1ccc(C(=O)NC2CCN(S(=O)(=O)c3ccccc3)CC2)cc1 | 106 | 1.6 | -6 | 2 | 12 | 4 | -0.9 | 18 | -34
O=C(CCn1nc(-c2ccc(Cl)cc2)c2ccccc2c1=O)NCC1CCCO1 (stereo not drawn) | 100 | -1.2 | -2 | 0 | 2 | 1 | 1.5 | 34 | -33
COC(=O)c1ccc(NC(=O)Nc2ccc3c(c2)OCO3)cc1 | 108 | 0.2 | -2 | 8 | 1 | -2 | -4.7 | 3 | 0
OC(C#CCCN1CCCCC1)(c1ccccc1)C1CCCCC1 (stereo not drawn) | 113 | -2.4 | -2 | 3 | -12 | -2 | -3.2 | 0 | 13
CC(C)(C)NCC(O)COCc1ccc(Cl)cc1 (stereo not drawn) | 104 | -0.3 | -2 | 4 | -7 | 0 | 1.5 | 22 | 2
Cc1ncc2c(n1)-c1cc(F)ccc1SC2 | 91 | -1.6 | 9 | -10 | -7 | 2 | -0.9 | -9 | -1
CCCCn1nnc(N(C(=O)c2cccs2)C(=O)c2cccs2)n1 | 92 | -5.0 | -3 | -1 | 0 | 6 | -3.2 | 2 | 4
CC(C)(C)c1csc(NC(=O)c2ccccc2O)n1 | 96 | 0.6 | 19 | -5 | -20 | -9 | -2.5 | 14 | -5
O=C(Nc1ccc(F)cc1)NC1(C(=O)NCc2ccc3c(c2)OCO3)CCCCC1 | 100 | -1.3 | 16 | 3 | -4 | 0 | -3.1 | 5 | -3
Cc1cc2n(n1)C(c1ccco1)Nc1ccccc1-2 (stereo not drawn) | 93 | 2.7 | 8 | -1 | 4 | 3 | -3.1 | 28 | -6
CC(Oc1ccc(Cl)cc1Cl)C(=O)NNC(=O)C(=O)N1CCCCC1 (stereo not drawn) | 101 | -2.0 | -7 | -2 | -5 | 2 | -1.1 | 13 | -8
COc1ccc(-c2noc(COc3ccc4c(c3)OCO4)n2)cc1OC | 107 | -3.2 | -4 | 15 | -10 | 4 | -3.4 | 4 | -2
O=S(=O)(NCc1cccc(C(F)(F)F)c1)NCc1ccccc1F | 92 | 0.7 | 2 | -11 | -5 | 0 | -0.7 | 0 | -13

Not a retest: eleven of the compounds above.
SMILES | MEKK2wt PB1 HTS | VIM-2 inh | UBC9 SUMO inh | MEKK2mut PB1 HTS | HCV NS3 hel inh | M18AAP inhibitor | IMP-1 inhibitor | NALP1 yeast inh | FID counter
COC(=O)c1ccc(NC(=O)Nc2ccc3c(c2)OCO3)cc1 | 108 | 0.2 | -2 | 8 | 1 | -2 | -4.7 | 3 | 0
OC(C#CCCN1CCCCC1)(c1ccccc1)C1CCCCC1 (stereo not drawn) | 113 | -2.4 | -2 | 3 | -12 | -2 | -3.2 | 0 | 13
CC(C)(C)NCC(O)COCc1ccc(Cl)cc1 (stereo not drawn) | 104 | -0.3 | -2 | 4 | -7 | 0 | 1.5 | 22 | 2
Cc1ncc2c(n1)-c1cc(F)ccc1SC2 | 91 | -1.6 | 9 | -10 | -7 | 2 | -0.9 | -9 | -1
CCCCn1nnc(N(C(=O)c2cccs2)C(=O)c2cccs2)n1 | 92 | -5.0 | -3 | -1 | 0 | 6 | -3.2 | 2 | 4
CC(C)(C)c1csc(NC(=O)c2ccccc2O)n1 | 96 | 0.6 | 19 | -5 | -20 | -9 | -2.5 | 14 | -5
O=C(Nc1ccc(F)cc1)NC1(C(=O)NCc2ccc3c(c2)OCO3)CCCCC1 | 100 | -1.3 | 16 | 3 | -4 | 0 | -3.1 | 5 | -3
Cc1cc2n(n1)C(c1ccco1)Nc1ccccc1-2 (stereo not drawn) | 93 | 2.7 | 8 | -1 | 4 | 3 | -3.1 | 28 | -6
CC(Oc1ccc(Cl)cc1Cl)C(=O)NNC(=O)C(=O)N1CCCCC1 (stereo not drawn) | 101 | -2.0 | -7 | -2 | -5 | 2 | -1.1 | 13 | -8
COc1ccc(-c2noc(COc3ccc4c(c3)OCO4)n2)cc1OC | 107 | -3.2 | -4 | 15 | -10 | 4 | -3.4 | 4 | -2
O=S(=O)(NCc1cccc(C(F)(F)F)c1)NCc1ccccc1F | 92 | 0.7 | 2 | -11 | -5 | 0 | -0.7 | 0 | -13

Later entries.
SMILES | MEKK2wt PB1 HTS | VIM-2 inh | UBC9 SUMO inh | MEKK2mut PB1 HTS | HCV NS3 hel inh | M18AAP inhibitor | IMP-1 inhibitor | NALP1 yeast inh | FID counter
c1ccc(-c2cnc(CN3CCN(c4ccccc4)CC3)o2)cc1 | 101 | -2.7 | -3 | -2 | -4 | 2 | -2.1 | 2 | -34
Nc1c(C(=O)NC2CCCCC2)nsc1C(=O)OCC(=O)NC1CCCCC1 | 102 | -3.6 | 1 | -1 | 0 | 0 | -4.4 | 32 | -2
COc1ccc(C(=O)N(C)Cc2ccon2)cc1OC1CCN(C(C)C)CC1 | 109 | -0.2 | 15 | 7 | 9 | -9 | -0.5 | 13 | -5
CC(C)Oc1ccc(C2CC(=O)NC2=O)cc1 (stereo not drawn) | 107 | -0.7 | 2 | 0 | -4 | 0 | -1.1 | 7 | -2
CCc1ccc(N/C(SC)=C(/C#N)C(N)=O)cc1 | 103 | 1.2 | 23 | 6 | -6 | -3 | -3.0 | 5 | -6
CC(OC(=O)CN1C(=O)COc2ccccc21)C(=O)NCc1ccc(F)cc1 (stereo not drawn) | 92 | -1.3 | -3 | 0 | 1 | 3 | -4.0 | -6 | -20
CCC(C)(C(=O)NC1CCCCC1)N(Cc1ccco1)C(=O)c1ccc2c(c1)OCO2 (stereo not drawn) | 96 | -2.5 | 3 | -2 | 36* | -3 | -3.5 | 0 | -37
O=C(O)c1ccc(N/N=C/c2ccc(-c3ccc(Cl)cc3Cl)o2)cc1 | 99 | -2.7 | 15 | 12 | 36* | 6 | -2.8 | -38 | -15
O=C(NCCCN1CCOCC1)C1CCC(=O)N1C1CCCCC1 (stereo not drawn) | 103 | -2.8 | 6 | 9 | 1 | -2 | -5.0 | 1 | -2
Cc1cc2cc(C)c3nnc(SCc4ccccn4)n3c2cc1C | 105 | 2.0 | 7 | 0 | 6 | 1 | -3.5 | 26 | -10
Cc1cc(=O)[nH]c(SCC(=O)Nc2ccc(S(=O)(=O)N3CCCCC3)cc2)n1 | 69 | 0.0 | -12 | -17 | 5 | 2 | -4.5 | 9 | -16
Cc1nc(NC(=O)CSc2nc(N)cc(N)n2)sc1C | 100 | -1.9 | -2 | 0 | 3 | -1 | -1.9 | 10 | -4
CCCn1c(C)cc(/C=C(\C#N)C(=O)OCC(=O)Nc2ccc(OC)c(Cl)c2)c1C | 100 | -2.5 | 21 | 7 | 1 | 2 | -2.1 | 33 | -5
N/C(=N\OC(=O)COc1ccc(Br)cc1)c1cccc([N+](=O)[O-])c1 | 75 | -0.6 | -2 | -11 | 28 | -7 | -0.7 | / | 0
O=C(O)c1cccc(-n2cccc2/C=C2/NC(=O)N(Cc3ccccc3F)C2=O)c1 | 105 | -5.3 | 21 | -1 | 22 | 6 | -2.9 | 2 | -22
